ALDH1A1 block = inhibitors of human aldehyde dehydrogenase 1A1; P00352; Purified ALDH1A1, NADH fluorescence, propionaldehyde substrate; Potency, µM (doses to about 75.3 µM), for the others: at the highest dose activity, negative = inhibition, hits mostly inhibitors; actives 7.3% (n = 220,000); AID 1030; active means well fitted inhibition curve with a large enough effect, not every such curve was filed as active; inconclusive means small, poorly fitted or top-dose-only effect, or another doubt; inactive means no such curve, though single readings can be large or run the other way;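 further: plate controls were no enzyme wells and a reference inhibitor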
Lamin A splicing = modulators of lamin A splicing. HeLa LMNA splicing GFP/RFP minigene ratio, 48 h. Potency, µM (doses to about 46.1 µM), for the others: top-dose ratio change, negative = inhibition, usual class: inhibitors. actives 0.01% (n = 200,000). AID 1487; active means well fitted inhibition curve with a large enough effect in the signal ratio, with a control signal flat, not every such curve was filed as active; inconclusive means small, poorly fitted or top-dose-only effect, or effect the other way, or a change in a side signal; the % refers to the signal ratio; further: on the % scale 0 is the no-effect control and ±100 the full control effect
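Read-out is the ratio of GFP to DsRed2 object intensity, acquired by 488 nm laser-scanning cytometry on HeLa lamin A-EGFP minigene reporter cells. Compound incubation 48 hrs at 37 °C in Opti-MEM with 2% FBS; DMSO 0.5% final.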
SMN2 splice enh = SMN2 splice variant enhancement; Potency, µM (top dose mostly 46.1 µM), without a hit: at the highest dose activity change, positive = activation, hits mostly activators; AID 1458; HEK293 SMN2-luciferase splicing reporter, luminescence, 30-36 h; actives 2.8% (n = 210,000); further: % of control where 0% means no effect; nearly all actives have a fitted effect of over 55% in size
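HEK293 cells carry an SMN2 minigene-luciferase reporter in which exon 7 inclusion puts luciferase in frame. Cells were seeded at 2000 cells/well, attached for 10-12 hours, then exposed to compounds for 30-36 hours at 37C before ONE-Glo luminescence.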
L3MBTL1 block = L3MBTL1 (human) inhibition | actives 0.66% (n = 230,000) | Potency, µM (series often up to 57.1 µM), without a hit: at the highest dose activity, negative = inhibition, most hits filed as inhibitors | AlphaScreen L3MBTL1–H3K9me1 peptide binding; further: on the % scale 0 is the no-effect control and ±100 the full control effect; nearly all actives have a fitted effect of over 60% in size
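Displacement of a biotinylated histone H3(1-15) peptide monomethylated at Lys9 (75 nM) from L3MBTL1 (50 nM) was measured by AlphaScreen after a 30 min room-temperature compound incubation; cefsulodin titration served as intraplate control.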
KDM4E inh = inhibitors of human JMJD2E histone demethylase; B2RXH2; JMJD2E catalytic domain, FDH-coupled NADH fluorescence (FDH is formaldehyde dehydrogenase); Potency, µM (titrated, usually from 57.1 µM), for the others: top-dose activity change, negative = inhibition, usual class: inhibitors; actives 1.6% (n = 230,000); active means well fitted inhibition curve with a large enough effect, not every such curve was filed as active; inconclusive means small, poorly fitted or top-dose-only effect, or another doubt; inactive means no such curve, though single readings can be large or run the other way;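 further: 0% = wells with enzyme and -100% = buffer wells without enzyme; nearly all actives have a fitted effect of over 50% in size; many of its hits are not listed in these tables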
Target sequence (B2RXH2 1-337 limits assumed): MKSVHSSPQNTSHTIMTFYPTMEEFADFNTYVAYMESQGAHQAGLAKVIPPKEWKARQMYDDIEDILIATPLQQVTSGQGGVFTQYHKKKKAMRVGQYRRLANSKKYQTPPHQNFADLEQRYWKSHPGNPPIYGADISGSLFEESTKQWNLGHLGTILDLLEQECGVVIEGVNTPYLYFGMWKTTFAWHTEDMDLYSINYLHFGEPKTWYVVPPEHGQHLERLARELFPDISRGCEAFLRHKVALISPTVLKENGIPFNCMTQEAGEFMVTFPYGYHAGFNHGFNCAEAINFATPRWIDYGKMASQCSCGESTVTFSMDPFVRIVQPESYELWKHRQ
Tau ThT inhib = inhibitors of human tau fibril formation, thioflavin T binding; P10636; recombinant tau K18 P301L (four-repeat tau fragment), heparin-induced fibrillization, ThT fluorescence; Potency, µM (doses to about 57.4 µM), without a hit: top-dose activity, negative = inhibition, usual class: inhibitors; actives 2.1% (n = 270,000); further: on the % scale 0 is the no-effect control and ±100 the full control effect; nearly all actives have a fitted effect of over 55% in size
Target sequence (P10636 561-689 P618L limits assumed): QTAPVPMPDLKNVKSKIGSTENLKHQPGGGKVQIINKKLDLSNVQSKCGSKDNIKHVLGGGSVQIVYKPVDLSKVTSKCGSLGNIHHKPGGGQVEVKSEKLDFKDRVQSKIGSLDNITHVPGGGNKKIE
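K18 P301L tau (15 uM + 0.24 uM Alexa 594-tagged), heparin 20 uM, NaOAc pH 7, 6 h 37 C; ThT 30 uM, 1 h RT, ex 450/em 510 nm.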
KinaseGlo FLuc = counter-screen: inhibitors of Kinase-Glo firefly luciferase; Kinase-Glo luciferase, ATP luminescence, 8 min; Potency, µM (highest dose often 38.3 µM), for the others: at the top dose activity change, negative = inhibition, hits mostly inhibitors; actives 0.28% (n = 200,000); AID 1379; further: on the % scale 0 is the no-effect control and ±100 the full control effect; nearly all actives have a fitted effect of over 60% in size
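Compound is pinned into ATP-containing buffer (10 uM ATP, imidazole pH 7.2, 7 mM MgCl2). Kinase-Glo luciferase reagent is then added. Light output is recorded following an 8-min room-temperature incubation.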
RECQ1 inh = inhibitors of human RECQ1 DNA helicase | P46063 | RECQ1 DNA unwinding, red fluorescence kinetic read | Potency, µM (highest dose often 57.3 µM), for the others: top-dose activity, negative = inhibition, hits mostly inhibitors | actives 0.54% (n = 240,000);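 further: plate controls were vehicle for no effect and no enzyme for full effect; nearly all actives have a fitted effect of over 30% in size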
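50 nM RECQ1T1 preincubated 15 min with compound in Tris pH 8.0 buffer with MgCl2, DTT, Tween-20 and 2.5 ug/ml poly(dI-dC); started with 200 nM TAMRA/BHQ-2 forked duplex and 2 mM ATP. Unwinding read as fluorescence (525/598 nm), two reads 2 h apart.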
Starred values were filed as active, the others as inactive; i = inactive; ? = inconclusive; · = no result given; [ ] = dose if it differs, or a comment. Unless noted, the call rests on the fitted dose curve; in most records, active means well fitted curve in the direction sought with a large enough effect; inconclusive means small, poorly fitted or top-dose-only effect, or another doubt; inactive means no such curve, though single readings can be large; an effect the other way counts as inactive or inconclusive. Potency means the concentration at half of the fitted maximal effect.

SMILES	ALDH1A1 block	Lamin A splicing	SMN2 splice enh	L3MBTL1 block	KDM4E inh	Tau ThT inhib	KinaseGlo FLuc	RECQ1 inh
COc1ccc(CNC(=O)C2CCCN(c3nnc(C)c4c(C)n(-c5ccc(C)cc5)nc34)C2)cc1 (stereo unspecified)	·	·	·	·	·	-6.9%	·	·
Cc1oc(=O)oc1CN1CCN(c2cc3c(cc2F)c(=O)c(C(=O)O)c2n3C(C)S2)CC1 (stereo unspecified)	·	?	·	·	·	·	·	·
Cc1cc(NS(=O)(=O)c2ccc(N)cc2)nc(C)n1	·	-14.7%	·	·	·	·	·	·
CCC1Nc2cc(Cl)c(S(N)(=O)=O)cc2S(=O)(=O)N1 (stereo unspecified)	·	1.1%	·	·	·	·	·	·
CC[C@H](C)C(N)C(=O)O (stereo partly specified)	·	·	·	·	·	·	·	-4.3%
COc1ccc(C2=NC(c3ccc(Cl)cc3)C(c3ccc(Cl)cc3)N2C(=O)N2CCNC(=O)C2)c(OC(C)C)c1 (stereo unspecified)	·	·	·	·	·	·	·	-17.3%
O=C(O)CCC/C=C\C[C@@H]1[C@@H](CC[C@@H](O)CCc2ccccc2)[C@H](O)C[C@@H]1O	·	·	·	·	·	·	·	7.8%
CC(C)C1C(=O)N(S(C)(=O)=O)[C@H]2CCN(C(=O)/C=C/CN3CCCCC3)[C@@H]12 (stereo partly specified)	·	·	·	·	·	·	·	11.5%
CCOC(=O)N1CCc2c(sc3c2c(=O)n(Cc2ccccc2)c(=O)n3CC(=O)Nc2ccc(F)cc2)C1	·	·	8.1%	·	·	7.7%	·	·
COc1cc(C(c2c(C)[nH][nH]c2=O)c2c(C)[nH][nH]c2=O)ccc1OC(=O)c1ccccc1F	·	·	-4.0%	·	·	?	·	·
Cc1[nH]n2c(=O)cc(-c3ccc(Cl)cc3)nc2c1-c1ccccc1	·	·	-60.8%[inhibitor]	·	·	14.1µM*	·	·
Cc1ccc(C)c(NC(=O)Cn2cc(C(=O)c3ccco3)c3ccccc32)c1	·	·	-14.2%	·	·	-17.5%	·	·
CCN1CCN(CCCNC(=O)c2cc3c(s2)-c2c(C)cccc2OC3)CC1	·	·	-18.9%	·	·	?	·	·
O=C(CC1N=C2c3ccccc3N=C(SCc3ccc(F)cc3)N2C1=O)NC1CCCCC1 (stereo unspecified)	·	-6.8%[46 µM]	·	·	·	-6.3%	·	·
COc1ccc(-n2ccn(CC(=O)Nc3ccc(C)c(C)c3)c(=O)c2=O)cc1OC	·	8.8%[46 µM]	·	·	·	?	·	·
CCc1nnc(NC(=O)CSc2nc3c([nH]c4ccccc43)c(=O)n2-c2ccc(OC)cc2)s1	·	?	·	·	·	5.1%	·	·
CCOCCCNC(=O)C(=O)Nc1c2c(nn1-c1ccc(OC)cc1)CSC2	·	-3.5%[46 µM]	·	·	·	-13.2%	·	·
COc1ccc(CC(=O)NCC(c2cccs2)S(=O)(=O)c2ccc(Cl)cc2)cc1 (stereo unspecified)	·	-13.4%[46 µM]	·	·	·	-7.1%	·	·
O=C(NCc1ccco1)c1ccc2c(c1)N(Cc1cccc(Cl)c1)C(=O)c1ccccc1S2=O (stereo unspecified)	·	-7.1%[46 µM]	·	·	·	-0.3%	·	·
COc1ccc(CCNc2nc(SCc3ccccc3Cl)nc3ccccc23)cc1OC	·	?	·	·	·	10.6%	·	·
CCCNC(=O)C1CCC(Cn2c(=O)c3sccc3n(CC(=O)NCc3ccccc3)c2=O)CC1 (stereo unspecified)	·	-0.8%[46 µM]	·	·	·	-1.8%	·	·
Oc1cc(O)c2c(c1)O[C@H](c1ccc(O)c(O)c1)[C@@H](O)[C@@H]2c1c(O)cc(O)c2c1O[C@@H](c1ccc(O)c(O)c1)[C@H](O)C2	1.8%[13.5 µM]	·	-4.1%[9.22 µM]	·	·	·	-5.2%[7.66 µM]	·
CCCCCCN	-2.9%	·	-0.7%	·	·	·	·	-2.2%
COc1cc2c(c(OC)c1OC)-c1c(cc3c(c1OC)OCO3)[C@@H](OC(C)=O)[C@H](C)[C@H](C)C2	·	·	·	·	7.5%	-0.1%	·	i
NC(=O)c1cccc(-c2cc(Nc3ccc(OC(F)(F)F)cc3)ncn2)c1	·	·	·	·	?	?	·	-20.6%
CCCNC(C)C(=O)Nc1c(C)csc1C(=O)OC (stereo unspecified)	·	·	·	10.9%	·	·	·	·
CC(=O)OCC1=C[C@@H]2OC(=O)C3=CO[C@@H](O[C@@H]4O[C@H](CO)[C@@H](O)[C@H](O)[C@H]4O)[C@H]1[C@@H]32	·	·	·	4.3%	·	·	·	·
NC(=O)c1cn(Cc2c(F)cccc2F)nn1	·	·	·	1.2%	·	·	·	-1.8%

These rows are one share of the data. The share of hits here may be higher or lower than overall.
